MLLE-PAM2 inh: inhibitors of PABP1 MLLE–PAM2 peptide binding, primary screen, biochemical, fluorescence polarization, FITC-PAM2, GST-MLLE; Polyadenylate-binding protein 1 (Homo sapiens), P11940; inhibition, % at 20 µM; 360,000 tested, 0.36% active; in the data active = inhibition above about 35%, passing the limit was not always enough;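 also: plate controls were DMSO wells with GST-MLLE for no effect and wells lacking GST-MLLE protein for full effect; some results filed as inactive read as strong as hits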
Rpn11 inh: Rpn11 (PSMD14) deubiquitinase inhibitors, primary screen, biochemical, fluorescence polarization, uHTS. 26S proteasome non-ATPase regulatory subunit 14 (Homo sapiens), O00487. human 26S proteasome, Ub4-pepOG fluorescence polarization; 20S core pre-blocked with epoxomicin. calls only at 20 µM. 360,000 tested, 0.59% active;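 active = inhibition at 20 µM, scaled to each plate's controls, above about 33%, limit read from the data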
MT1-MMP act inh: blockers of MT1-MMP proenzyme processing, primary screen, HT1080 RFP-PRO-GFP cells, GFP/RFP fluorescence | Matrix metalloproteinase-14 (Homo sapiens), P50281 | GFP/RFP ratio fluorescence, overnight; percent of plate control window, DMSO zero | GFP/RFP ratio change, % at 20 µM | 360,000 tested, 0.061% active | AID 651647, 2012;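 active = GFP/RFP ratio change of at least 30% with cell ATP level not reduced by more than half and red fluorescence within 50% of control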; also: strong numbers were not always called active
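Assay system: HT1080 RFP-PRO-GFP cells | Dosing: 20 µM single dose, 1% DMSO | Incubation: Cells overnight before dosing, compound overnight, 37 °C, 5% CO2 | Evaluation: GFP/RFP fluorescence ratio | Control set: DMSO-only wells and HT1080 RFP-L50D-GFP cell wells as references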
FAS-TE inh: FAS thioesterase domain inhibitors, primary screen, biochemical, fluorescence intensity, uHTS. recombinant FAS-TE, OMFH fluorogenic substrate, fluorescence endpoint. inhibition, % at 15 µM. 360,000 tested, 0.67% active;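 active = compounds whose normalised, plate-corrected inhibition of enzyme fluorescence in the single-dose primary screen is 50% or more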;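 also: 0% = DMSO with enzyme and 100% = substrate without enzyme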
E coli Lon inh: inhibitors of E. coli Lon protease, primary screen, biochemical, fluorescence polarization. purified E. coli Lon protease. inhibition, % at 7.94 µM. 360,000 tested, 0.42% active. AID 602123, 2011; in the data active = inhibition above about 13%, passing the limit was not always enough;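 also: 0% = enzyme with probe and DMSO and 100% = no enzyme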
Target sequence (P0A9M0 whole entry, looked up): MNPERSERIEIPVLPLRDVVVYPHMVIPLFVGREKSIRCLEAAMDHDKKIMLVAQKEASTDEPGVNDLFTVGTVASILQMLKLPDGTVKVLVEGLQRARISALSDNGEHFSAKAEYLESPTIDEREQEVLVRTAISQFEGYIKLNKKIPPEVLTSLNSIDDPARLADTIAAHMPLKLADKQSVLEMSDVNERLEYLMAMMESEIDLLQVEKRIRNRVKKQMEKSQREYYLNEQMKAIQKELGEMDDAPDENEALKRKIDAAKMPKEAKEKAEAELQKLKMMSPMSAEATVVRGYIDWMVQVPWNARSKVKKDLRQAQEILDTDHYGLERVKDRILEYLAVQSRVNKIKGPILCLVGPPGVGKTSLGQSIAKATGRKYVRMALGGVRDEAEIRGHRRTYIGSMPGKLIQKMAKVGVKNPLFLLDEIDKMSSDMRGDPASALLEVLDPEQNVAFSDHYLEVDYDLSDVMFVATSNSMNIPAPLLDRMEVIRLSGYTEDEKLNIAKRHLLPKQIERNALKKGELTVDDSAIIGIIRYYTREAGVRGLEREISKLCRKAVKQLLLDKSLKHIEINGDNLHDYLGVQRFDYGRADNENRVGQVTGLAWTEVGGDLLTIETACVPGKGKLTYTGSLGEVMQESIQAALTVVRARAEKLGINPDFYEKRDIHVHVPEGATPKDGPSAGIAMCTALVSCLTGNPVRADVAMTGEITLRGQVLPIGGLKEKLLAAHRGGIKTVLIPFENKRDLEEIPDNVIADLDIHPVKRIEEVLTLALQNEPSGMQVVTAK
CSN inh: inhibitors of CSN-mediated cullin deneddylation, primary screen, biochemical, fluorescence polarization, uHTS | COP9 signalosome complex subunit 5 (Homo sapiens), Q92905 | Purified CSN, SCF-Nedd8-OG deneddylation | inhibition, % at 12.5 µM | 360,000 tested, 0.38% active;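 active = pattern-corrected inhibition above about 35%, with an unprinted fluorescence ratio check between 0.5 and 1.5, limit read from the data, passing the limit was not always enough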;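 also: 0% = enzyme with substrate and 100% = substrate without enzyme; some results filed as inactive read as strong as hits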
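Assay system: HEK293T-derived human Csn5 enzyme; quantity: 0.24 nM enzyme; medium: Tris/NaCl/DTT buffer, pH 7.5; also added: substrate SCFSkp2-Nedd8OG, 10 nM; doses: 12.5 µM compound; schedule: 90 min reaction at room temperature; signal: FP; read-out: % inhibition of substrate cleavage by Csn5; benchmarks: substrate-only high control, full reaction low control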
MsrA inh: bovine MsrA enzyme inhibitors, primary screen, biochemical, absorbance, HTS | 360,000 tested, 0.75% active | purified bovine MsrA, absorbance read-out | AID 651718, 2012 | inhibition, % at 15.5 µM; in the data active = inhibition above about 4.5%;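 also: 0% = vehicle wells with enzyme and 100% = reference inhibitor wells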
bovine MsrA act: bovine MsrA enzyme activators, primary screen, biochemical, absorbance, HTS; activation, % at 10.6 µM; Methionine sulfoxide reductase A (Bos taurus); AID 602163, 2012; 360,000 tested, 0.3% active; purified bovine MsrA, absorbance read-out; in the data active = activation above about 7.5%;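 also: 0% = vehicle and 100% = reference activator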
Rin1 Abl inh: inhibitors of Rin1-Abl protein binding, primary screen, biochemical, TR-FRET | 360,000 tested, 0.4% active | Tyrosine-protein kinase ABL1 (Homo sapiens) + Ras and Rab interactor 1 (Homo sapiens), … | inhibition, % at 7.35 µM; in the data active = inhibition above about 5%, passing the limit was not always enough
Active calls of the source: *; i = inactive; + = active, no number.

Keys: A = MLLE-PAM2 inh; B = Rpn11 inh; C = MT1-MMP act inh; D = FAS-TE inh; E = E coli Lon inh; F = CSN inh; G = MsrA inh; H = bovine MsrA act; I = Rin1 Abl inh
CC1CCN(c2ccc3nnc(CCC(=O)N4CCCCC4)n3n2)CC1
  A: -11; B: i; C: -2; D: 0; E: -16; F: -1; G: 2.0; H: -3; I: -1

CCOC(=O)N1CCC(Nc2c(N3CCN(c4cccc(C(F)(F)F)c4)CC3)c(=O)c2=O)CC1
  A: 3; B: i; C: 4; D: 0; E: 4; F: 0; G: 0.2; H: -4; I: -5

Cc1ccc(C(=O)CC2(O)C(=O)N(C)c3ccc(Br)cc32)c(C)c1 (configuration not stated)
  A: 14; B: i; C: -5; D: 5; E: 3; F: -4; G: -0.4; H: 4; I: -1

Cc1cccc2cc(C#N)c(SCc3nnc(-c4ccccc4[N+](=O)[O-])o3)nc12
  A: -12; B: i; C: -10; D: 20; E: -14; F: -5; G: 0.1; H: -8; I: 2

Cc1cc(C(=O)CSc2ccc(F)cc2)cc(C)c1OC(=S)N(C)C
  A: 26; B: i; C: -5; D: 18; E: 0; F: 2; G: 0.2; H: -10; I: 4

CCC1Oc2ccccc2N(CC(=O)N2CCCC2)C1=O (configuration not stated)
  A: 1; B: i; C: 2; D: -3; E: -6; F: -5; G: 0.2; H: -1; I: -2

COc1ccc(CCNC(=O)c2ccc(Cl)cc2Cl)cc1
  A: -2; B: i; C: 1; D: 3; E: -5; F: 0; G: 0.9; H: -2; I: 0

COc1ccc(Cl)cc1S(=O)(=O)N1CCCC(C(=O)NCCc2ccccc2)C1 (configuration not stated)
  A: -2; B: i; C: -4; D: 10; E: 9; F: 4; G: 2.0; H: -6; I: -3

COc1ccc(CCNC(=O)Nc2ccc3c(c2)c(=O)n(C)n3Cc2ccc(Cl)cc2)cc1OC
  A: -18; B: i; C: 3; D: 2; E: 1; F: -1; G: -0.3; H: -2; I: 1

S=C(c1cn(CCOc2cccc3ccccc23)c2ccccc12)N1CCCC1
  A: -22; B: +; C: -13; D: 33; E: -47; F: 10; G: -0.1; H: 0; I: -1

Overlap with the part before: four compounds, then new ones.
Keys: A = MLLE-PAM2 inh; B = Rpn11 inh; C = MT1-MMP act inh; D = FAS-TE inh; E = E coli Lon inh; F = CSN inh; G = MsrA inh; H = bovine MsrA act; I = Rin1 Abl inh
COc1ccc(CCNC(=O)c2ccc(Cl)cc2Cl)cc1
  A: -2; B: i; C: 1; D: 3; E: -5; F: 0; G: 0.9; H: -2; I: 0

COc1ccc(Cl)cc1S(=O)(=O)N1CCCC(C(=O)NCCc2ccccc2)C1 (configuration not stated)
  A: -2; B: i; C: -4; D: 10; E: 9; F: 4; G: 2.0; H: -6; I: -3

COc1ccc(CCNC(=O)Nc2ccc3c(c2)c(=O)n(C)n3Cc2ccc(Cl)cc2)cc1OC
  A: -18; B: i; C: 3; D: 2; E: 1; F: -1; G: -0.3; H: -2; I: 1

S=C(c1cn(CCOc2cccc3ccccc23)c2ccccc12)N1CCCC1
  A: -22; B: +; C: -13; D: 33; E: -47; F: 10; G: -0.1; H: 0; I: -1

CCCN(CCC)CCNC(=O)c1cc2c(C)nc3ccccc3c2o1
  A: -5; B: i; C: 3; D: -4; E: -9; F: -2; G: -1.6; H: -3; I: 1

c1csc(-c2nc(N3CCCCC3)no2)c1
  A: 3; B: i; C: 0; D: 0; E: 1; F: 1; G: 0.4; H: -4; I: 3

CCOc1ccccc1N(CC(=O)Nc1ccc2c(c1)OCO2)S(C)(=O)=O
  A: -14; B: i; C: 2; D: -2; E: 2; F: 0; G: 0.0; H: 1; I: 1

COc1ccc(C(=O)N/N=C(\C)Cn2cnc([N+](=O)[O-])n2)cc1
  A: -16; B: i; C: 0; D: -10; E: 0; F: 6; G: -0.2; H: -2; I: -4

CC1CC(C)(C)CC2(C1)NC(=O)N(CC(=O)Nc1ccc(N3CCCCC3)cc1)C2=O (configuration not stated)
  A: -11; B: i; C: 4; D: -2; E: 6; F: 8; G: -1.4; H: -3; I: -1

Cc1ccc(N(CC(=O)NCc2ccc(F)cc2)C(=O)CCC(=O)Nc2ccccn2)cc1C
  A: -7; B: i; C: -11; D: 13; E: -7; F: 0; G: -1.0; H: -2; I: -1

CCC(=O)Nc1nonc1-c1nc2ccccc2n1N(C(=O)CC)C(=O)CC
  A: -21; B: i; C: -4; D: -3; E: 2; F: -2; G: 0.0; H: -1; I: 0

Oc1ccc(CCNc2c3ccccc3nc3ccccc23)cc1O
  A: -6; B: i; C: 15; D: -6; E: -3; F: 6; G: -0.9; H: 0; I: 2

COc1cc(C(N)=O)ccc1OCc1ccccc1
  A: 20; B: i; C: 0; D: -1; E: -3; F: 0; G: 1.6; H: -2; I: -1

COc1cc(NC(=O)c2cccnc2Sc2ccc(Cl)cc2)cc(OC)c1OC
  A: 0; B: i; C: 7; D: -2; E: -2; F: -14; G: -0.2; H: -13; I: 2

Cc1nn(C)c(Oc2ccccc2)c1CCNS(=O)(=O)c1ccccc1
  A: 5; B: i; C: -2; D: -1; E: -6; F: -2; G: 1.1; H: -11; I: 3

O=C1CSC(c2ccccc2[N+](=O)[O-])N1CCc1ccccc1 (configuration not stated)
  A: 2; B: i; C: 3; D: 2; E: -1; F: -1; G: 0.0; H: -3; I: -3

CC(C)=CCC/C(C)=C/CNC(=O)CC1C[C@H](C(=O)N2CCCCC2)[C@@]2(C)c3[nH]c4ccccc4c3CCN2C1=O (some centres not stated)
  A: 5; B: i; C: -3; D: 2; E: 2; F: -4; G: 1.5; H: -2; I: -2

CC(NS(=O)(=O)c1ccc(Br)cc1)C(=O)NC1CCCCCC1 (configuration not stated)
  A: 14; B: i; C: 1; D: -1; E: -15; F: -2; G: 0.3; H: -1; I: 3

CSc1nsc(SCc2ccc(F)cc2)n1
  A: 13; B: i; C: 0; D: 17; E: 0; F: 2; G: -0.5; H: -3; I: 0

O=C(O)c1ccc(N/N=C/c2ccc3ncccc3c2)cc1
  A: -1; B: i; C: 2; D: -4; E: -10; F: 0; G: 5.2*; H: -3; I: -1

C(=N\Nc1nc(-c2ccccc2)cs1)/c1ccco1
  A: 17; B: i; C: -1; D: -4; E: -5; F: -3; G: 1.5; H: 1; I: -1

O=C(O)CCCN1C(=O)C2C3CC(C2C1=O)C1C(c2ccccc2)c2sc(=O)n(-c4ccccc4)c2SC31 (configuration not stated)
  A: 12; B: i; C: -7; D: -2; E: -6; F: -5; G: 1.4; H: -3; I: 0

O=C(O)c1ccccc1OCCOc1ccccc1
  A: 6; B: i; C: -1; D: -7; E: -5; F: -1; G: -1.2; H: -3; I: 2

CC[C@H](C)C(C(=O)N1CCN(C(=O)OC(C)(C)C)CC1)n1cc(C(CC(C)C)NC(=O)OC(C)(C)C)nn1 (some centres not stated)
  A: 0; B: i; C: -6; D: 2; E: 6; F: 0; G: -0.4; H: 0; I: 1

O=C1CN(C(=O)c2ccccc2)C(c2ccc(F)cc2)c2cc(Br)ccc2N1 (configuration not stated)
  A: -6; B: i; C: -9; D: 1; E: -2; F: 2; G: -0.1; H: -1; I: 5

C/C=C(/C)C(=O)Nc1cccc(C2=NOC3(C2)C[C@H](C(N)=O)N(C(=O)c2ccc(Cl)cc2)C3)c1 (some centres not stated)
  A: -19; B: i; C: 9; D: -2; E: 1; F: -3; G: 1.3; H: -2; I: -2

O=C(OCc1c(Cl)cccc1Cl)c1cccnc1
  A: -7; B: i; C: 1; D: 5; E: -14; F: -2; G: -0.1; H: -3; I: -2

Cc1ccc(Cn2nnnc2CN2CCC(NC(=O)c3ccccc3F)CC2)cc1
  A: 7; B: i; C: -4; D: -9; E: 2; F: -3; G: 0.7; H: -2; I: -5

COc1ccc(CNC(=O)COC(=O)/C=C/c2cccc(Cl)c2)cc1
  A: -1; B: i; C: 2; D: -2; E: 3; F: 4; G: -1.2; H: -1; I: 4

O=C(NC1CCCCCC1)c1cc2c(=O)n3ccccc3nc2s1
  A: -3; B: i; C: -4; D: 2; E: -9; F: -4; G: 2.1; H: -4; I: -2

O=C(Nc1ccc(F)cc1)N1CCCCCC1
  A: -6; B: i; C: -2; D: -2; E: -21; F: -2; G: -1.7; H: -3; I: 1

O=C(/C=C/c1ccc(Br)o1)NC(c1ccccc1)c1ccccc1
  A: 13; B: i; C: -3; D: 23; E: -25; F: 1; G: 1.9; H: -3; I: 0

CCC(=O)Nc1cc(=O)[nH]c2nc(-c3ccc(Cl)cc3)nn12
  A: 4; B: i; C: 0; D: -2; E: 0; F: 1; G: -2.2; H: -4; I: 1

CC1CN(C(=S)SCC(=O)c2ccc(Cl)cc2)CC(C)O1 (configuration not stated)
  A: 1; B: i; C: -1; D: 31; E: -3; F: 0; G: 0.8; H: -3; I: 1

CCc1nc2ccccc2c(C(=O)Oc2cccc3cccnc23)c1C
  A: -4; B: i; C: -5; D: 26; E: 6; F: -1; G: -0.2; H: 1; I: 2

COc1ccc(CNC(=O)CCOc2ccc(C(C)(C)C)cc2)cc1
  A: -5; B: i; C: -3; D: 10; E: 2; F: 3; G: -0.4; H: -2; I: -1

Cc1ccc(N(CC(=O)N2CCOCC2)S(C)(=O)=O)cc1
  A: 1; B: i; C: 2; D: -5; E: -2; F: 2; G: 1.6; H: -3; I: -2

O=C(CN1C(=O)CNC1=O)Nc1ccc(Cl)cc1
  A: 9; B: i; C: 4; D: -2; E: 2; F: -4; G: 1.1; H: -2; I: -1

CC1CCN(S(=O)(=O)c2cccc(C(N)=O)c2)CC1
  A: 7; B: i; C: 4; D: -11; E: -2; F: -4; G: 0.8; H: -5; I: -3

Fc1ccc(C2=NOC(c3nnc(-c4ccccc4)o3)C2)cc1 (configuration not stated)
  A: 6; B: i; C: -2; D: 5; E: 0; F: 2; G: 0.5; H: -3; I: -2

O=C(CCC(=O)N1CCOc2ccccc21)NCCCN1CCOCC1
  A: 5; B: i; C: -2; D: -7; E: -7; F: 2; G: -0.9; H: -3; I: 3

O=C(CSc1nnc(NC(=O)c2ccccc2F)s1)NC1CC1
  A: 7; B: i; C: 1; D: -6; E: 4; F: 0; G: 1.3; H: -4; I: 1
